UBC13 inh = inhibitors of human UBC13 polyubiquitin chain formation; P61088; TR-FRET; inhibition, % at 20 µM; hit rate 0.47% among 330,000; in the data active = inhibition above about 45%, passing the limit was not always enough
Target sequence (P61088 whole entry, looked up): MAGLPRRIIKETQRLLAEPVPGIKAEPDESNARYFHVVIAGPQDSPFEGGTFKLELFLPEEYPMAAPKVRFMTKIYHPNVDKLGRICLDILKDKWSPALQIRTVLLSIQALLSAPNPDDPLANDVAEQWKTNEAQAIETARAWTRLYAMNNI
Gli-Sufu block = Gli-Sufu pathway antagonism; hit rate 0.74% among 340,000; inhibition, % at 5 µM; Sufu-KO-LIGHT fibroblasts, Gli luciferase reporter luminescence;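 active = inhibition above about 55%, limit read from the data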;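 note: 0% = DMSO-treated cells and 100% = wells with medium but no cells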
Apaf1 inhib = inhibitors of human Apaf-1 apoptosome. O14727. reconstituted apoptosome caspase-3 activity, DEVD-Rh110 fluorescence. inhibition, % at 20 µM. hit rate 0.71% among 330,000. AID 489030; active = inhibition of at least 40% at 20 µM;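 note: plate controls were DMSO wells for no effect and DEVD-CHO caspase inhibitor wells for full effect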
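Medium: Hepes buffer, pH 7.5 / System: biochemical Apaf-1 apoptosome reconstitution / Measured by: Rh110 fluorescence, excitation 480 nm, emission 540 nm / Times: compound with Apaf-1, dATP, procaspase-3 30 min, then 50 min reaction, room temperature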
697 NFkB inh = lowers PMA/ionomycin-induced NF-kB signal in 697 B cells; inhibition, % at 4 µM; hit rate 0.33% among 330,000; AID 435022; 697 B-cell NF-kB luciferase reporter, 16 h; in the data active = inhibition above about 35%
Jurkat NFkB inh = lowers PMA/ionomycin-induced NF-kB signal in Jurkat cells; PMA/ionomycin-induced NF-kB luciferase reporter, luminescence; hit rate 0.53% among 330,000; inhibition, % at 4 µM
EBI2 block = blocks human EBI2 receptor beta-arrestin signaling; EBI2 beta-arrestin recruitment, luminescence, 7a,25-OHC stimulated; AID 651636; hit rate 0.81% among 360,000; inhibition, % at 5 µM; P32249; in the data active = inhibition above about 38%;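 note: enzyme fragment complementation signal reports receptor beta-arrestin coupling in cells; 0% = agonist plus DMSO wells and 100% = wells without agonist; some results beyond the cut were filed as inactive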
Target sequence (P32249 whole entry, looked up, the tested form may be a part): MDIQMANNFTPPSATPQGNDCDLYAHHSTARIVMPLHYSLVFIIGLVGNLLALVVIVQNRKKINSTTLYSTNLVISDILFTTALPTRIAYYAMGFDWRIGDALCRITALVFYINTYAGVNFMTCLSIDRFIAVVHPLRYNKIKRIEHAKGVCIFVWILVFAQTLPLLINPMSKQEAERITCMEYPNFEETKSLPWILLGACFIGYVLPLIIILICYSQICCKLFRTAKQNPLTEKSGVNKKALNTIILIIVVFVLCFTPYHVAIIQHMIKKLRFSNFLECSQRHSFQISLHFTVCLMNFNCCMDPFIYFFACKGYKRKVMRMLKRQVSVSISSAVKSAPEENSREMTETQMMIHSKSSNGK
CCR6 antagonist = antagonists of human CCR6 receptor; P51684; CHO-K1 CCR6 PathHunter beta-arrestin, luminescence, CCL20-stimulated; inhibition, % at 20 µM; hit rate 0.49% among 340,000;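 active = compounds whose inhibition of the agonist-driven luminescence signal at 20 µM reaches about 50%, limit read from the data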;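 note: cells stimulated with CCL20 at 14 nM final; plate controls were DMSO with CCL20 for no effect and DMSO without agonist for full effect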
SENP8 inh = blocks the human protease SENP8 | Q96LD8 | purified SENP8, Z-RLRGG-aminoluciferin cleavage, luminescence | inhibition, % at 10 µM | hit rate 1.2% among 330,000
Target sequence (Q96LD8 whole entry, looked up): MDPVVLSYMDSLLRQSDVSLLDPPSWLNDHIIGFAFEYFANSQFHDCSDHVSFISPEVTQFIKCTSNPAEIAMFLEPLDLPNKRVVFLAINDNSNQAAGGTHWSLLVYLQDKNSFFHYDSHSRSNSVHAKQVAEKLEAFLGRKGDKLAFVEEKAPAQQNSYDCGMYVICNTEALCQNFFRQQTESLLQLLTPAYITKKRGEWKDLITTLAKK
Numbers without * were called inactive; . = not tested or not shown. Cut-off read from the data, not from the text of the source, unless noted: active = inhibition above about 50%; inactive = the rest. This is a subset; rates above refer to the full screens.

Screens by letter: A = UBC13 inh; B = Gli-Sufu block; C = Apaf1 inhib; D = 697 NFkB inh; E = Jurkat NFkB inh; F = EBI2 block; G = CCR6 antagonist; H = SENP8 inh
(1) O=C(CN(Cc1ccco1)S(=O)(=O)c1cccs1)Nc1ccccc1C(F)(F)F
  A = 0	B = -8	C = -9	D = 3	E = 5	F = 6	G = 17	H = -5

(2) CC(C)(C)c1ccc(-n2ncc3c2CCCC3NC(=O)CCCn2cncn2)cc1 (stereo unspecified)
  A = 7	B = -15	C = -1	D = -26	E = 23	F = 1	G = 7	H = -6

(3) COC(=O)c1ccc(C(NC(=O)c2cccnc2)NC(=O)c2cccnc2)cc1
  A = 1	B = -1	C = 4	D = 5	E = -3	F = -8	G = 2	H = -2

(4) Cc1ccc(C)c(S(=O)(=O)N2CCN(C(=O)C(C)Sc3ccccc3)CC2)c1 (stereo unspecified)
  A = 10	B = -7	C = 4	D = 5	E = -1	F = 7	G = 15	H = 0

(5) CCOC(=O)c1sc(NC(=O)CSc2n[nH]c(CC(C)C)n2)nc1C
  A = 6	B = -1	C = 0	D = 8	E = 9	F = 3	G = 6	H = 0

(6) CN(C(=O)CSc1nnc(-c2ccc(F)cc2)n1C)C1CCS(=O)(=O)C1 (stereo unspecified)
  A = 0	B = 5	C = 2	D = -7	E = 9	F = -10	G = 2	H = 8

(7) CN1CCN(C(=O)c2ccc(S(=O)(=O)Nc3ccccc3)cc2)CC1
  A = 2	B = 8	C = -11	D = -4	E = 11	F = -5	G = 3	H = 6

(8) COc1ccc(C(CNC(=O)c2oc3cc(C)c(C)cc3c2C)N2CCCCC2)cc1 (stereo unspecified)
  A = 17	B = 21	C = 20	D = -15	E = 14	F = 9	G = 21	H = 0

(9) CN(C)c1nc(OCCNC(=O)Nc2ccccc2)nc(N2CCOCC2)n1
  A = 4	B = 9	C = -3	D = -20	E = -13	F = -8	G = 0	H = -4

(10) CN(CC(=O)Nc1ccc(F)cc1)C(=O)COC(=O)c1ccc(-c2ccccc2)cc1
  A = 4	B = 4	C = 10	D = 13	E = 1	F = -1	G = -3	H = -12

(11) NC(=O)c1ccsc1NC(=O)COC(=O)CCCOc1ccccc1
  A = 0	B = -4	C = 0	D = -12	E = 15	F = -6	G = 1	H = 2

(12) Cc1ccc(Nc2ccc3nonc3c2[N+](=O)[O-])cc1
  A = -14	B = -3	C = 1	D = 6	E = 10	F = -7	G = -5	H = -3

(13) CCCCn1c(CCCNC(=O)CC)nc2ccccc21
  A = 5	B = 3	C = -6	D = -5	E = -2	F = -4	G = 2	H = 7

(14) O=C(OCc1ccc([N+](=O)[O-])cc1)c1cnc(Cl)c(Cl)c1
  A = -2	B = -19	C = 2	D = 12	E = 7	F = 10	G = 17	H = 3

(15) CCOC(=O)c1[nH]c2ccccc2c1NC(=O)c1ccc2c(c1)OCO2
  A = 12	B = -18	C = 14	D = 26	E = -1	F = -4	G = 4	H = -4

(16) O=c1cc(CSc2nnnn2-c2ccccc2)nc2sccn12
  A = 0	B = 4	C = -14	D = 22	E = 0	F = -9	G = -2	H = 4

(17) CCOC(=O)c1cc2c(=O)n3ccccc3nc2n(CCCOC)c1=NC(=O)c1ccncc1
  A = -6	B = 6	C = -15	D = -9	E = -18	F = 6	G = -1	H = 3

(18) O=C1c2ccccc2C(=O)N1CCc1csc(-c2cccc(Cl)c2)n1
  A = -10	B = 4	C = 15	D = -6	E = 13	F = 1	G = 6	H = -9

(19) Cc1ccc(C(=O)Nc2ccc(C(=O)/C=C/c3cccs3)cc2)cc1
  A = 0	B = -37	C = 11	D = -55	E = -56	F = 44	G = 22	H = -4

(20) O=c1oc2ccccc2cc1-c1csc(NN=C2CCCC2)n1
  A = 5	B = -13	C = 7	D = -15	E = -25	F = 6	G = 20	H = -9

(21) CSc1ccc(CNC(=O)C2Cc3cc(S(=O)(=O)N4CCCCC4)ccc3N2C(C)=O)cc1 (stereo unspecified)
  A = -2	B = 1	C = 13	D = 5	E = 7	F = 1	G = 6	H = -3

(22) Cc1ccc(CNc2ncc(-c3ccccc3)n2C)o1
  A = 2	B = 1	C = 5	D = 0	E = -14	F = 9	G = 7	H = 2

(23) NS(=O)(=O)c1ccc(NC(=O)/C=C/c2ccccc2Cl)cc1
  A = 7	B = -7	C = 2	D = -5	E = 2	F = -15	G = -1	H = -11

(24) CN1CCN(S(=O)(=O)c2ccc(Sc3nnc(-c4cccs4)n3-c3ccccc3)nc2)CC1
  A = 3	B = 8	C = 6	D = -10	E = 4	F = -9	G = -7	H = 0

(25) COc1ccccc1NC(=O)c1nn(-c2ccc(OC(F)(F)F)cc2)ccc1=O
  A = -3	B = 3	C = -8	D = 17	E = -7	F = 9	G = 7	H = 0

Gathered by group: those above containing a halogen.
Screens by letter: A = UBC13 inh; B = Gli-Sufu block; C = Apaf1 inhib; D = 697 NFkB inh; E = Jurkat NFkB inh; F = EBI2 block; G = CCR6 antagonist; H = SENP8 inh
(1) O=C(CN(Cc1ccco1)S(=O)(=O)c1cccs1)Nc1ccccc1C(F)(F)F
  A = 0	B = -8	C = -9	D = 3	E = 5	F = 6	G = 17	H = -5

(6) CN(C(=O)CSc1nnc(-c2ccc(F)cc2)n1C)C1CCS(=O)(=O)C1 (stereo unspecified)
  A = 0	B = 5	C = 2	D = -7	E = 9	F = -10	G = 2	H = 8

(10) CN(CC(=O)Nc1ccc(F)cc1)C(=O)COC(=O)c1ccc(-c2ccccc2)cc1
  A = 4	B = 4	C = 10	D = 13	E = 1	F = -1	G = -3	H = -12

(14) O=C(OCc1ccc([N+](=O)[O-])cc1)c1cnc(Cl)c(Cl)c1
  A = -2	B = -19	C = 2	D = 12	E = 7	F = 10	G = 17	H = 3

(18) O=C1c2ccccc2C(=O)N1CCc1csc(-c2cccc(Cl)c2)n1
  A = -10	B = 4	C = 15	D = -6	E = 13	F = 1	G = 6	H = -9

(23) NS(=O)(=O)c1ccc(NC(=O)/C=C/c2ccccc2Cl)cc1
  A = 7	B = -7	C = 2	D = -5	E = 2	F = -15	G = -1	H = -11

(25) COc1ccccc1NC(=O)c1nn(-c2ccc(OC(F)(F)F)cc2)ccc1=O
  A = -3	B = 3	C = -8	D = 17	E = -7	F = 9	G = 7	H = 0

Later entries.
Screens by letter: A = UBC13 inh; B = Gli-Sufu block; C = Apaf1 inhib; D = 697 NFkB inh; E = Jurkat NFkB inh; F = EBI2 block; G = CCR6 antagonist; H = SENP8 inh
(26) O=C(N/N=C/c1ccc(O)cc1)c1cc[n+](Cc2ccccc2)cc1
  A = 1	B = -2	C = -2	D = 1	E = -5	F = 1	G = -6	H = -10

(27) C=C1C(=O)O[C@H]2[C@H]1[C@@H](O)CC(=C)[C@@H]1CC(=O)[C@@H](C)[C@H]21
  A = 4	B = -14	C = -3	D = 14	E = 28	F = 4	G = 14	H = 4

(28) O=C1c2ccccc2C2(c3ccccc3)N1CCN2C(=O)C(Cl)(Cl)Cl (stereo unspecified)
  A = 6	B = 4	C = 13	D = -5	E = 9	F = 8	G = 0	H = -2

(29) O=C(CSc1ccccc1)Nc1ccccc1C(=O)O
  A = -8	B = -15	C = 3	D = -12	E = -6	F = 3	G = 15	H = 9

(30) Cc1nnc(SCc2cccs2)[nH]c1=O
  A = -2	B = 3	C = -1	D = 5	E = 5	F = -10	G = -5	H = -4

(31) COc1ccc(CCNC(=O)COC(=O)c2sc(C)nc2C)cc1
  A = 1	B = 3	C = -3	D = 8	E = -14	F = -2	G = 1	H = 6

(32) O=C(Nc1ccc(F)c([N+](=O)[O-])c1)C1CC(=O)N(Cc2ccccc2)C1 (stereo unspecified)
  A = -2	B = -4	C = -9	D = 0	E = 0	F = 6	G = 17	H = 1

(33) COc1ccc(-c2c(C)cc3oc(=O)cc(-c4ccccc4)c3c2C)cc1F
  A = .	B = 12	C = 34	D = -7	E = .	F = 21	G = 26	H = .

(34) CC1CCCCC1NC(=O)COC(=O)c1ccccc1NC(=O)c1ccco1 (stereo unspecified)
  A = 0	B = 10	C = 1	D = 2	E = 13	F = -2	G = 7	H = 0

(35) Cc1sc2nc(CSCC(=O)Nc3ccc(C(=O)N(C)C)cc3)[nH]c(=O)c2c1C
  A = 13	B = -6	C = -7	D = 16	E = -5	F = -12	G = 9	H = 1

(36) CCN(CC)S(=O)(=O)c1cccc(C(=O)Nc2nc3cc4c(cc3s2)OCCO4)c1
  A = 4	B = -7	C = 19	D = -29	E = 5	F = 29	G = 13	H = -8

(37) Cc1c(C(=O)N2CCN(c3ccc([N+](=O)[O-])cc3)CC2)oc2ccccc12
  A = 2	B = 10	C = 10	D = 14	E = 51*	F = 1	G = 12	H = -5

(38) CCCc1cc(=O)n2nc(N3CCC(C(=O)N4CCN(c5cccc(OC)c5)CC4)CC3)sc2n1
  A = -8	B = 12	C = 15	D = -21	E = 23	F = -11	G = 6	H = 3

(39) CCOc1ccc(CCNC(=O)CCNC(=O)c2ccc(Br)cc2)cc1OCC
  A = -1	B = 13	C = 6	D = -17	E = 9	F = 11	G = -1	H = -3

(40) COc1cc2[nH]c(=S)nc(Nc3ccc(NC(C)=O)cc3)c2cc1OC
  A = 46*	B = 7	C = -11	D = 23	E = 1	F = -7	G = 12	H = 8

(41) CCC(C(=O)N/N=C(\C)c1cccnc1)c1ccccc1 (stereo unspecified)
  A = -6	B = 9	C = 12	D = -6	E = -2	F = 8	G = -6	H = -5

(42) CN(C(=O)c1ccccc1C(=O)OCC(=O)NCc1cccs1)C1CCCCC1
  A = -1	B = -1	C = 8	D = -59	E = -21	F = -5	G = 21	H = 0

(43) COc1ccc(S(=O)(=O)N2CCCOC2CNC(=O)C(=O)NCCc2ccco2)cc1C (stereo unspecified)
  A = -3	B = -2	C = -2	D = 2	E = 43	F = -7	G = -6	H = 10

(44) CC(C)=CCc1c(O)c(CC=C(C)C)c2c(c1O)-c1cc(O)c(O)cc1CC2
  A = -8	B = .	C = 19	D = -13	E = 23	F = .	G = .	H = -11

(45) COc1ccccc1NC(=O)C1CCCN(C(=O)NCc2ccccc2)C1 (stereo unspecified)
  A = -10	B = -12	C = -5	D = 3	E = 10	F = 7	G = 2	H = -10

(46) CCCn1c(=O)c2ccccc2n2c(SCC(=O)c3ccc(CC)cc3)nnc12
  A = 8	B = 7	C = 17	D = 22	E = 1	F = 4	G = -7	H = 2

(47) COc1cc(CN2CCNC(=O)C2CC(=O)N(C)CCCN2CCOCC2)cc(OC)c1 (stereo unspecified)
  A = 3	B = 0	C = -4	D = -1	E = -3	F = -4	G = -6	H = 6

(48) Cc1nc2ccc(N)cc2c(=O)n1Cc1ccc(Cl)cc1
  A = 12	B = -28	C = 20	D = -22	E = -27	F = -17	G = 5	H = -5

(49) CC(C)(C)CC(=O)Nc1ccc(Nc2ccccc2)cc1
  A = 10	B = -8	C = 11	D = -37	E = -36	F = -10	G = 15	H = -9

(50) O=C(c1cccc([N+](=O)[O-])c1)N1CCN(C/C=C/c2ccccc2)CC1
  A = -4	B = 5	C = -1	D = 12	E = -9	F = 7	G = 14	H = -5

The results go on:
Under each structure: UBC13 inh	Gli-Sufu block	Apaf1 inhib	697 NFkB inh	Jurkat NFkB inh	EBI2 block	CCR6 antagonist	SENP8 inh
#51 CC(=O)Nc1ccc(S(=O)(=O)N2C(=O)c3cccc4cccc2c34)cc1
 : 6	.	-12	22	-10	.	.	6
#52 COc1ccc(C2(C(=O)Nc3ccc(C(=O)N4CCOCC4)cc3)CCOCC2)cc1
 : -12	-2	-3	-4	-2	0	-11	-3
#53 CCCCNC(=O)C1CC(c2ccc(C(F)(F)F)cc2)=NO1 (stereo unspecified)
 : 5	-6	4	12	13	-7	0	-3
#54 CC(C)(C)[C@@H]1C=C(C(=O)O)[C@H](c2ccc(Cl)cc2)N1S(=O)(=O)c1ccccc1
 : -12	-21	4	9	9	-5	3	-9
#55 COc1cc(S(=O)(=O)N2CCCCCC2)ccc1-n1cnnn1
 : -2	8	10	-10	8	5	-2	-14
#56 CC(C)(C)c1ccc(-n2ncc3c2CCCC3NC(=O)CN2CCOC2=O)cc1 (stereo unspecified)
 : 0	21	15	-49	5	-1	-3	3
#57 COc1cccc(OCc2cc(/C=N/NC(=O)c3ccn[nH]3)ccc2OC)c1
 : -2	-10	-4	9	12	0	-11	0
#58 Cc1ccc(C(=O)C(C)OC(=O)C2CCN(c3ccc(C(F)(F)F)cn3)CC2)cc1 (stereo unspecified)
 : 0	-12	22	17	4	1	29	2

Source: PubChem BioAssay (Sanford-Burnham Center for Chemical Genomics)
